ELG1 repair inh – inhibitors of ELG1-dependent DNA repair in HEK293T cells; AID 504467; Potency, µM (top dose mostly 46.1 µM), inactives show at the top dose activity change, negative = inhibition, hits mostly inhibitors; 2.3% of 330,000 active; HEK293T ELG1-luciferase reporter, luminescence, 16 h; DNA damage induced by 5-fluorouridine; also: potency is read from the fitted curve at half-maximal effect; % is scaled to controls: 0 for no effect and ±100 for the full control effect; nearly all actives have a fitted effect of over 55% in size
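Reporter activity after DNA damage by 5-fluorouridine is monitored. Compound-treated cells incubate 16 hr at 37 °C, then ONE-Glo is added for 30 min before luminescence reading.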
Eya2 phos inh – Eya2 (human) phosphatase inhibition. 0.006% of 330,000 active. recombinant Eya2, OMFP fluorescence dephosphorylation (OMFP is methylfluorescein phosphate). Potency, µM (highest dose often 76.9 µM), inactives show at the highest dose activity, negative = inhibition, actives largely listed as inhibitors; also: potency is read from the fitted curve at half-maximal effect; % is scaled to controls: 0 for no effect and ±100 for the full control effect
Target sequence (O00167 whole entry, looked up): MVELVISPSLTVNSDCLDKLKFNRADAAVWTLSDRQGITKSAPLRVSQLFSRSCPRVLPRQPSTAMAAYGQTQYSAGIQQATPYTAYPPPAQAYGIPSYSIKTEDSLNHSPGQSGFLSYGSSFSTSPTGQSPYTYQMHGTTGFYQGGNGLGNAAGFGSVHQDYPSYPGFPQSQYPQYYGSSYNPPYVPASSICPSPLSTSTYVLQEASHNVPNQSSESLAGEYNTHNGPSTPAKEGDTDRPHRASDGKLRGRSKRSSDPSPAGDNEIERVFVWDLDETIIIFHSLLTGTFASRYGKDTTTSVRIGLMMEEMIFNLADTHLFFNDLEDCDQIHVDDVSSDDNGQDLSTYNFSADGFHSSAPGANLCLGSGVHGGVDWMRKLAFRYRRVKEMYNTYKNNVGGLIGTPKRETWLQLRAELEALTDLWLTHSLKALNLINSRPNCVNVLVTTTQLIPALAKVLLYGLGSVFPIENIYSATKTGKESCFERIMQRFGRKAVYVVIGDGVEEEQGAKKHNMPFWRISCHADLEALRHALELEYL
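Eya2 protein (added as 0.2 uM solution) was preincubated with compound for 10 min at ambient temperature in 50 mM HEPES pH 7.5, 50 mM NaCl, 5 uM MgCl2, 0.05% BSA, 1 mM DTT. OMFP (added at 50 uM) then reacted 10 min; fluorescence read at 485/525 nm.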
TSHR antagonist – human thyrotropin receptor antagonism | AID 504810 | 0.2% of 330,000 active | P16473 | activity change, negative = inhibition, % at 11.5 µM | TSHR-expressing cells, TSH-stimulated cAMP HTRF, 2 h; hits give low values;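 active = activity change below a set negative limit, meaning inhibition stronger than a set level, cut at about -70% in these data; inconclusive = activity change between two set negative limits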; also: % is scaled to controls: 0 for no effect and ±100 for the full control effect
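Read-out is FRET at 665 nm (cryptate excitation 337 nm) from a cryptate-tagged anti-cAMP antibody, competed by cell cAMP against cAMP-d2. Compounds are tested on freshly harvested TSHR cells challenged with 4nM TSH (EC80) for 2 hours at 37 deg C.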
Tb PFK block – T. brucei PFK enzyme inhibition | Potency, µM (series often up to 57.5 µM), inactives show at the highest dose activity, negative = inhibition, most hits filed as inhibitors | 0.17% of 330,000 active | AID 485367 | T. brucei PFK, ADP-Glo luminescence;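 also: potency is read from the fitted curve at half-maximal effect; 0% = uninhibited 1x PFK enzyme wells and -100% = no-enzyme wells; nearly all actives have a fitted effect of over 60% in size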
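PFK 1.25 nM, F6P 0.5 mM, ATP 0.1 mM, 0.1 M TEA pH 8.0, 5 mM MgCl2, 0.01% Tween20, 0.1% BSA; 45 min RT. ADP-Glo readout. qHTS titration up to 57 uM; curves fitted, compounds curve-classed.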
B2AR arrestin – agonists driving beta-arrestin recruitment to human beta2-adrenergic receptor; beta-arrestin recruitment to beta2AR, cell-based reporter; Potency, µM (doses to about 46.1 µM), for inactives: at the top dose activation, hits mostly activators; 0.02% of 330,000 active; AID 492947;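 also: potency is read from the fitted curve at half-maximal effect; 0% = DMSO controls and full agonism = EC100 isoproterenol or metaproterenol; nearly all actives have a fitted effect of over 65% in size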
Mito fusion yeast – inhibitors of mitochondrial division or activators of mitochondrial fusion | S. cerevisiae fusion-defective mutant growth rescue, CellTiterGlo 48 h | Potency, µM (top dose mostly 46.1 µM), for the others: at the top dose growth rescue (activation), hits mostly activators | 0.23% of 320,000 active;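 also: potency is read from the fitted curve at half-maximal effect; % of control where 0% means no effect; nearly all actives have a fitted effect of over 45% in size; temperature-sensitive fusion mutants such as fzo1-1 at 37 °C on non-fermentable ethanol glycerol medium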
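Yeast fusion mutant, YPEG (non-fermentable carbon), compound, 48 h at 37C non-permissive; CellTiterGlo added, 10 min RT, luminescence read. Rescued growth = division inhibition.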
TCR act – T cell receptor activation; primary human leukocytes, anti-CD3, IL-2 HTRF, 48 h; Potency, µM (highest dose often 9.22 µM), for the others: top-dose activation of IL-2 secretion, usual class: activators; 330,000 tested, under 10 active; AID 504894; also: % of control where 0% means no effect
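IL-2 produced over 48 hr by a-CD3 bead-stimulated primary human leukocytes exposed to compounds was detected with a homogeneous time-resolved FRET immunoassay, 665nm acceptor signal after 320nm excitation.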
BCR signal inh – inhibitors of chronic active B-cell receptor signaling. ABC-DLBCL IkBa-CBG/CBR reporter, luminescence ratio, 4 h. 0.05% of 340,000 active. Potency, µM (titrated, usually from 46.1 µM), without a hit: at the highest dose ratio change, negative = lower green/red ratio, usual class: inhibitors; active = well fitted inhibition curve with a large enough effect in the signal ratio, with a control signal flat, not every such curve was filed as active; inconclusive = small, poorly fitted or top-dose-only effect, or effect the other way, or a change in a side signal; the % refers to the signal ratio;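 also: potency is read from the fitted curve at half-maximal effect; plate controls were basal doxycycline-induced cells for no effect and cells given 10 µM MG132 for full effect; MG132 reads +100%, hits lower the ratio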
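TMD8 human ABC-DLBCL cells with doxycycline-inducible IκBα–green luciferase fusion and unfused red luciferase, in 0.5% FBS medium; compounds up to 46 uM, 4 h at 37C. Green/red luminescence ratio, filter-overlap corrected, fitted to concentration-response curves.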
uPA generation – blocks generation of uPA at the cell surface. cell surface uPA generation assay, qHTS. Potency, µM (series often up to 38.3 µM), inactives show top-dose activity change, negative = inhibition, most hits filed as inhibitors. 0.31% of 330,000 active; active = well fitted inhibition curve with a large enough effect; inconclusive = small, poorly fitted or top-dose-only effect; inactive = no such curve, though single readings can be large or run the other way; tested in mouse RAW 264.7 cells; also: potency is read from the fitted curve at half-maximal effect; % is scaled to controls: 0 for no effect and ±100 for the full control effect; nearly all actives have a fitted effect of over 55% in size
USP2a inh – inhibitors of human ubiquitin-specific protease USP2a. AID 463254. Potency, µM (top dose mostly 38.3 µM), for inactives: top-dose activity change, negative = inhibition, most hits filed as inhibitors. USP2 core, Ub-CHOP2 coupled fluorogenic reporter, 485/531. 0.01% of 330,000 active. O75604;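 also: potency is read from the fitted curve at half-maximal effect; plate controls were DMSO wells for no effect and full inhibition by NEM control for full effect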
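USP2 core (10nM final) preincubated 30min RT with compound in 20mM Tris-HCl pH 8.0, 2mM CaCl2, 2mM beta-mercaptoethanol, 0.05% CHAPS; 25nM Ub-CHOP2 plus 25nM reporter substrate added, fluorescence (Ex485/Em531) read after 60min.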
TSG101-PTAP inh – blocks PTAP/TSG101 interaction to inhibit HIV-1 budding; Q99816; 340,000 tested, under 10 active; Potency, µM (series often up to 115 µM), without a hit: at the top dose activity change, negative = inhibition, most hits filed as inhibitors; Fluorescence polarization, FITC-PTAP peptide / Tsg101 binding; active = well fitted inhibition curve with a large enough effect in the main read-out, with a control signal flat, not every such curve was filed as active; inconclusive = small, poorly fitted or top-dose-only effect, or effect the other way, or a change in a side signal; inactive = no such curve, though single readings can be large or run the other way; also: potency is read from the fitted curve at half-maximal effect; % of control where 0% means no effect
Target sequence (Q99816 whole entry, looked up): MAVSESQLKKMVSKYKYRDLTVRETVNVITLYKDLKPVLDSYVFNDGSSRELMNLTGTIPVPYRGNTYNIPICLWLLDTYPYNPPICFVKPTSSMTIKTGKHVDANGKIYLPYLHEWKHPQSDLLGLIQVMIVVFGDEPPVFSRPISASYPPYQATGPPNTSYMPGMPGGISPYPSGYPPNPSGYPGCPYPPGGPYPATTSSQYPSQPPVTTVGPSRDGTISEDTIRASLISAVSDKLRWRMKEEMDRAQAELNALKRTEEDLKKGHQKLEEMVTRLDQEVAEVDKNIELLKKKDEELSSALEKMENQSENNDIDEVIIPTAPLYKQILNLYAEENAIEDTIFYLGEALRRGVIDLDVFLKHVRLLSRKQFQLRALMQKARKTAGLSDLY
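Steps: Tsg101 binding domain dispensed (10 uM final), compounds pinned in DMSO, FITC-labeled PTAP-motif peptide added (50 nM final); after 20 min binding at room temperature, polarization measured.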
* marks the source's active call; other numbers are inactive results; ? = inconclusive; nt = not tested or not shown; [ ] = dose if it differs, or a comment. Unless noted, calls follow the shape of the dose curve; as a rule, active = well fitted curve in the direction sought with a large enough effect; inconclusive = small, poorly fitted or top-dose-only effect, or another doubt; inactive = no such curve, though single readings can be large; an effect the other way counts as inactive or inconclusive. Not all compounds are listed (hit frequency here may not be typical).

SMILES | ELG1 repair inh | Eya2 phos inh | TSHR antagonist | Tb PFK block | B2AR arrestin | Mito fusion yeast | TCR act | BCR signal inh | uPA generation | USP2a inh | TSG101-PTAP inh
CSCCC(N=Cc1c(O)n(-c2ccc(Cl)cc2)c(=O)[nH]c1=O)C(=O)OC(C)(C)C (stereo unspecified) | -3% | -40% | 1 | 2% | -0.2% | 0% | -13% | -3% | -1% | 4% | -8%
CCc1ccc(-n2c(O)c(/C=N/NC(=O)c3ccncc3)c(=O)[nH]c2=O)cc1 | 13% | -11% | 6 | -2% | -0.2% | -8% | 3%[46.1 µM] | 0% | 1% | -4% | 8%
O=C(NC1CC1)C1CSC(c2cccnc2)=N1 (stereo unspecified) | -20% | 0% | -6 | -3% | -1.2% | -5% | 2% | 0% | nt | -1% | -11%
CC1CCC(NC(=O)c2cc3c(=O)n(C)c4ccccc4c3n2C)CC1 (stereo unspecified) | ? | 5% | -8 | 1% | -0.9% | 0% | 11% | ? | -10% | 5% | -2%
C/C=C(\C)C(=O)N[C@@H](c1ccccc1)[C@@H](O)C(=O)O[C@H]1C[C@@]2(O)[C@@H](OC(=O)c3ccccc3)C3[C@](C)(C(=O)[C@H](OC(C)=O)C(=C1C)C2(C)C)[C@@H](O)C[C@H]1OC[C@@]31OC(C)=O (stereo partly specified) | 18% | 3% | -1 | -1% | -1.3% | -1% | -7% | 8% | -63% | 1% | -3%
Cc1ccnc(-n2c(-c3ccccc3)nc3ccccc3c2=O)c1 | 23% | -8% | -2 | 1% | -2.2% | 2% | 1% | 11% | nt | -1% | -7%
OC(CCNCCc1c[nH]c2ccccc12)C(F)(F)Cl (stereo unspecified) | 11% | -17% | 13 | -1% | -0.3% | -7% | 2% | -4% | 2% | 2% | 0%
O=c1[nH]c(=S)n(-c2ccc(Cl)cc2)c(O)c1C=Nc1ccc(N2CCOCC2)cc1 | 0% | ? | -18 | -1% | -0.9% | -2% | 3% | 7% | -2% | -1% | -1%
COC(=O)c1nc(-c2ccc3c(n2)C(=O)C(N)=C(OC)C3=O)c(N)c(-c2ccc(OC)c(OC)c2O)c1C | 2.1µM* | ? | -14 | 0% | -0.5% | 8% | 3% | ? | -1% | -2% | 0%
C/C(CC(c1ccccc1)c1c(O)c2ccccc2oc1=O)=N\Nc1ccc([N+](=O)[O-])cc1[N+](=O)[O-] (stereo unspecified) | -17% | -2% | -8 | -3% | -0.6% | -3% | -3% | 5% | 4% | -1% | -7%
Clc1cccc(Cl)c1Cn1nnc(N2CCCC2)n1 | ? | 7% | -6 | 1% | 0.1% | 7% | -1% | -8% | 0% | 2% | -3%
Cc1cccc(N2C(=O)/C(=C/N3CCN(C(=O)c4ccco4)CC3)C(=O)NC2=S)c1 | -1% | -2% | -4 | 0% | -0.2% | 3% | -4% | 3% | 9% | 2% | 0%
O=C(Nc1ccc(C(F)(F)F)cc1)OC1CN2CCC1CC2 (stereo unspecified) | ? | 7% | 7 | 2% | -0.3% | -1% | -6% | 7% | 0% | 3% | -2%
CCN(CCNc1ccc([N+](=O)[O-])c2cccnc12)S(=O)(=O)c1ccc(Cl)cc1 | ? | -12% | -12 | -11% | 0.0% | 3% | -4% | 0% | 7% | 1% | -5%
CC(=NCCCn1ccnc1)c1c(O)n(C2CCCCC2)c(=O)[nH]c1=O | ? | 11% | -1 | 1% | 0.2% | -1% | 1% | ? | -1% | 0% | -6%
Cn1cc(/C=C2\C(=O)NC(=O)N(c3ccccc3)C2=O)c2ccccc21 | 11% | -14% | -4 | 2% | 0.3% | 0% | 2% | ? | -7% | 2% | 0%
COc1ccc(C2=NCc3nnc(C)n3-c3ccc(Cl)cc32)cc1Cl | ? | 2% | 6 | 1% | 0.5% | -13% | 1%[46.1 µM] | ? | 8% | 2% | -12%
O=c1c2ccccc2nc(/C=C\c2ccccc2[N+](=O)[O-])n1-c1ccccc1O | ? | -2% | 1 | 17% | 0.1% | 2% | -4% | ? | 5% | 3% | -6%
CC1N(O)C2CCCCCC2N1O (stereo unspecified) | -3% | 9% | 12 | -18% | -0.9% | -2% | 2% | ? | -5% | 1% | -1%
O=C(c1ccc2c(c1)OCO2)C1CCCN(Cc2ccc(F)c(F)c2)C1 (stereo unspecified) | 3% | 2% | -7 | 5% | -0.2% | -2% | -10% | 3% | 7% | -1% | -4%
Cn1c(=O)c(Oc2ccc(F)cc2)c(O)c2ccccc21 | ? | -1% | -5 | -6% | 3.9% | 22% | 2%[46.1 µM] | 0% | 3% | 2% | 1%
CCCCn1c(=O)c(C(=O)Nc2ccccc2Cl)c(O)c2ccccc21 | 14% | 19% | 1 | 0% | 0.5% | 0% | -4% | -1% | 5% | 3% | -5%
Cc1ccc(C)c(N2CCN(C(=O)CCNS(=O)(=O)c3ccc4c(c3)oc(=O)n4C)CC2)c1 | ? | -4% | 1 | -3% | -0.1% | 10% | -7% | 5% | -14% | 0% | -5%
COc1ccc2[nH]c3c(=O)n(/N=C/[C@H]4C(C)C=C(C)CC4C)c(=O)[nH]c3c2c1 (stereo partly specified) | ? | 7% | -16 | 4% | -1.3% | -3% | 0%[46.1 µM] | ? | ? | 0% | 0%
CCOC(=O)c1c(C)[nH]c(C(=O)C(Cc2ccccc2)N(C)C)c1C (stereo unspecified) | 2% | 1% | -4 | -4% | 0.4% | 0% | 3% | 2% | 3% | 2% | 1%
O=c1c2cc(N3CCOCC3)ccc2[nH]c(=S)n1Cc1ccc(Cl)cc1 | ? | -2% | -3 | 2% | -0.1% | 9% | -3% | -3% | -1% | 2% | -2%
CCN(CC)C(=O)Oc1ccc2ccccc2c1Cl | ? | -3% | -3 | -2% | 0.3% | -1% | 3%[46.1 µM] | ? | 5% | 2% | -3%
C[C@]12CCC3C(CC[C@H]4C[C@@H](O)CC[C@]34C)[C@H]1CC[C@H]2O (stereo partly specified) | 6% | -7% | 2 | 5% | -0.1% | nt | 1% | ? | 2% | 3% | 1%
S=P(NC1CCCCC1)(N1CC1)N1CC1 | -7% | 11% | 14 | -2% | -0.7% | 13% | -1% | 4% | ? | 8% | 0%
CCC(=O)N1N=C(c2c(O)n(CCc3ccccc3)c(=O)[nH]c2=O)CC1c1ccc(OC)c(OC)c1 (stereo unspecified) | ? | -8% | 4 | 5% | -0.2% | -1% | 2% | -12% | 2% | 4% | 1%
CCCCC1C(=O)NC(=S)NC1=O | 7% | 2% | -8 | 16% | -0.4% | 0% | -3%[46.1 µM] | -8% | nt | 3% | nt
CN1CCN(S(=O)(=O)c2ccc(Cl)nc2)CC1 | ? | -15% | 6 | 4% | -0.4% | -3% | 6%[46.1 µM] | 6% | 5% | 2% | -1%
COc1ccccc1CNC(=O)CCC(=O)N1C[C@H]2C[C@@H](C1)c1cccc(=O)n1C2 | 17% | 13% | 6 | 1% | -1.0% | -2% | 5% | 15% | 6% | -2% | 0%
O=c1c2ccccc2cnn1Cc1n[nH]c(=S)n1C1CC2CCC1C2 (stereo unspecified) | ? | -2% | -8 | -1% | 0.3% | -1% | -1% | 6% | -2% | 0% | -1%
COC(=O)C1=C(c2ccc(F)cc2OCc2ccccc2)C[C@@H]2CC[C@H]1N2C(=O)NCc1ccc(C)cc1 | ? | -7% | -5 | 2% | 0.0% | 20% | 4% | 4% | ? | 1% | -7%
COc1ccc(CN2CCN(C(=O)Cc3ccccc3)CC2)cc1Br | -18% | 8% | -6 | 1% | -0.8% | 0% | -10% | -10% | -17% | 0% | -5%
CC(=O)OC1N=C(c2ccccc2Cl)c2cc(Br)ccc2NC1=O (stereo unspecified) | -11% | -8% | -4 | -8% | -0.9% | 2% | -2% | -8% | 2% | -1% | -6%
Cc1nnc2n1-c1ccc(Cl)cc1C(c1ccccc1)=NC2 | nt | 1% | 2 | 0% | 0.1% | -2% | nt | ? | nt | 2% | nt
COc1ccc(OC)c(N=Cc2c(O)n(Cc3ccccc3)c(=S)[nH]c2=O)c1 | -1% | 20% | 23 | 0% | -0.5% | -1% | -6% | ? | 4% | 1% | ?
CCP(=S)(CC)c1ccc(N(C)C)cc1 | -6% | -19% | 4 | -1% | -0.1% | -5% | -10% | 0% | -1% | 1% | 2%
